All columns: NCI-60 one-dose screen, growth in % after 48 h at 10 µM unless noted; 100 = growth as untreated, 0 = no growth, -100 = all killed.
KM12: KM12 colon cancer cells; 82,000 compounds, 5% hits
OVCAR-4: OVCAR-4 ovarian cancer cells | 80,000 compounds, 3.7% hits
OVCAR-5: OVCAR-5 ovarian cancer | 82,000 compounds, 2.9% hits | AID 1794783
HCC-2998: HCC-2998 colon cancer; 79,000 compounds, 4.7% hits
PC-3: PC-3 prostate cancer cells | 80,000 compounds, 3.9% hits | AID 1794754
SW-620: SW-620 colon cancer. 82,000 compounds, 5.2% hits
OVCAR-3: OVCAR-3 ovarian cancer. 79,000 compounds, 7% hits. AID 1794787
DU-145: DU-145 prostate cancer. 81,000 compounds, 4.2% hits
OVCAR-8: OVCAR-8 ovarian cancer. 81,000 compounds, 4.4% hits. AID 1794782
* = called active by the depositor; . = no result given; [ ] = another dose, or the depositor's remark. The calls were made as follows: active = growth percent below 10; inactive = the rest.

Every second line gives: KM12	OVCAR-4	OVCAR-5	HCC-2998	PC-3	SW-620	OVCAR-3	DU-145	OVCAR-8
CC(=O)Nc1ccc(OCCOc2ccc([N+](=O)[O-])cc2)cc1
 : 107	94	105	115	97	121	129	126	106
O=C(O)c1cn(C2CC2)c2cc(N3CCN(Cn4nc(-c5ccncc5)oc4=S)CC3)c(F)cc2c1=O
 : 101	107	104	103	94	98	107	108	99
CCN1C(=O)N(CC)C2Nn3c(s/c(=C4\C(=O)N(CCC(C)C)c5ccccc54)c3=O)=NC21 (stereo not drawn)
 : 68	63	102	100	63	61	76	96	86
O=C1c2cccc3cccc(c23)C(=O)N1CNc1ccc(Cl)cc1
 : 85	97	94	104	91	103	103	96	102
Clc1cccc(Cl)c1/C=C/c1cc(/C=C/c2ccccc2)c2ccccc2n1
 : 98	98	117	103	100	.	108	96	105
CC(=O)c1ccc2ccccc2c1OC(=O)c1ccncc1
 : 101	100	96	100	85	98	100	104	96
O=C(Nc1cccc(Cl)c1)Oc1ccc(Cl)cc1Cl
 : 99	82	105	100	108	110	104	106	109
NNC(=O)c1c[nH]c2ccccc2c1=O
 : 100	110	111	91	87	102	100	103	109
O=C1c2c(nc3ccccn23)N=C(c2ccccc2)N2CCC[C@@H]12
 : 101	95	94	95	93	102	105	97	99
N#Cc1ccccc1NC(=O)Nc1ccc(Cc2ccc(NC(=O)Nc3ccccc3C#N)cc2)cc1
 : 101	115	99	101	109	93	106	107	100
OC(CNCC1CCCO1)Cn1c2ccc(Cl)cc2c2cc(Cl)ccc21 (stereo not drawn)
 : 55	66	85	80	57	31	86	61	37
O=[N+]([O-])c1ccc(OP(=O)(O)O)cc1
 : 111	96	91	108	93	97	110	109	106
CC(C)C[C@H](C(=O)N[C@@H](C)C(N)=O)N1CC=CCN(O)S1(=O)=O
 : 109[5 µM]	106[5 µM]	99[5 µM]	110[5 µM]	100[5 µM]	103[5 µM]	110[5 µM]	128[5 µM]	96[5 µM]
O=C1CCCN1c1cccc2cccnc12
 : 102	110	109	87	107	101	110	111	103
COc1cc2ccn(CCC(=O)NCCC(C)C)c(=O)c2cc1OC
 : 109	99	93	114	99	102	111	106	102
COC(=O)Cn1c(=O)c2cc(Cl)ccc2c2cnc3[nH]ccc3c21
 : 67	85	90	113	68	89	95	91	77
CCNCCNc1cc(-c2ccc(Cl)c(Cl)c2)c(C#N)c2nc3ccccc3n12
 : -87*	-78*	-76*	-87*	-83*	-67*	-94*	-94*	-66*
O=C1Cn2c(nc3ccccc32)N1
 : 100	.	100	103	86	111	107	107	109
O=C1CCC(C(=O)N/N=C/c2cc(F)ccc2F)N1 (stereo not drawn)
 : 104	98	106	107	96	106	102	110	101
COc1ccc(-c2cc(-c3cc(OC)ccc3OC)nc(N)c2C#N)cc1
 : 72	48	.	77	.	65	54	96	40
CC(C)CCSc1nc(-c2ccc(F)cc2)c(C#N)c(N2CCCCC2)n1
 : 95	94	102	102	89	96	105	97	89
CN(C)c1ccc(/C=C/C(=O)c2ccc(NC(=O)N3CCN(c4cc5c(cc4F)c(=O)c(C(=O)O)cn5C4CC4)CC3)cc2)cc1
 : 100	74	93	97	92	95	103	107	89
C=CCn1c(SCC(=O)Nc2ccc(C(=O)/C=C/c3cc(OC)c(OC)c(OC)c3)cc2)nnc1-c1cc(-c2ccc(OC)cc2)nc2ccccc12
 : 94	90	105	107	80	91	93	97	73
O=C(Nc1ncc(Cc2ccc(F)cc2)s1)C(=S)N1CCOCC1
 : 106	102	106	102	93	99	105	105	107
CC(=O)c1cc2c(N)c(C(=O)Nc3cccc4cnccc34)sc2nc1C
 : 109	106	99	109	97	105	112	114	106
Cc1ccc(-c2nc(-c3c[nH]c4ncccc34)cs2)cc1
 : 82[100 µM]	97[100 µM]	86[100 µM]	91[100 µM]	84[100 µM]	107[100 µM]	104[100 µM]	115[100 µM]	101[100 µM]
CC[N+](CC)(CCOCCOCC[N+](CC)(CC)Cc1ccc([N+](=O)[O-])cc1)Cc1ccc([N+](=O)[O-])cc1
 : 101	106	99	98	88	101	116	119	103
Cn1c(=O)c2c(nc(CCC(=O)O)n2C)n(C)c1=O
 : 107	121	99	92	93	106	.	110	100
Cn1cc(-c2nn3cc(-c4ccncc4)nc3s2)c2cc(Cl)ccc21
 : 56	79	67	36	15	19	.	74	15
COc1nc2nc(-c3cc4ccccc4[nH]c3=O)[nH]c2c(=O)n1C
 : 95	99	117	112	101	99	126	114	99

Single entries from above:
Cn1c(=O)c2c(nc(CCC(=O)O)n2C)n(C)c1=O in OVCAR-8 has 100
C=CCn1c(SCC(=O)Nc2ccc(C(=O)/C=C/c3cc(OC)c(OC)c(OC)c3)cc2)nnc1-c1cc(-c2ccc(OC)cc2)nc2ccccc12 in OVCAR-5 has 105

Remaining list, next part.
Every second line gives: KM12	OVCAR-4	OVCAR-5	HCC-2998	PC-3	SW-620	OVCAR-3	DU-145	OVCAR-8
Fc1ccc(Nc2nc(Nc3ccc(-c4nc5ccccc5[nH]4)cc3)nc(N3CCCC3)n2)cc1
 : 84	89	97	56	34	0.7*	94	93	82
O=c1c2cccc3c(Nc4ccc(F)cc4)ccc(c32)c2nc3ccccc3n12
 : 74	76	85	76	77	88	94	96	89
COc1nc2ccc(OCc3ccccc3)cc2cc1-c1nc2c(cnn2-c2ccc(Br)cc2)c(=O)[nH]1
 : 108	106	99	103	96	100	111	116	101
COc1ccc(SSc2ccc(OC)cc2)cc1
 : 101	108	97	102	96	99	74	102	105
CC1=C(C(=O)Nc2ccc(Cl)c(C(=O)OC(C)C)c2)SCCO1
 : 87	111	79	.	94	97	114	99	.
CCC(=O)OC1=CN2C(=NC(c3ccc(N)cc3)=CC2c2ccc(Cl)cc2)S1 (stereo not drawn)
 : 89	92	87	95	84	87	96	101	89
C[C@](N)(Cc1ccc(O)c(O)c1)C(=O)O
 : 105	89	99	.	78	96	95	109	85
COc1ccc(/C=C/C(=O)c2ccc(NC(=O)CSc3nnc(-c4ccccc4)o3)cc2)cc1
 : 97	100	102	93	105	101	104	109	101
CCN(CC)/N=N/c1nc[nH]c1C(N)=O
 : 91	44	93	55	88	62	.	53	79
CCCN1C2CCC1/C(=C\c1ccc(Cl)cc1)C(=O)/C2=C/c1ccc(Cl)cc1
 : 94	91	105	103	80	98	99	97	.
N=c1c2c(-c3ccccc3)c(-c3ccccc3)oc2ncn1N1C(=O)CCC1=O
 : 89	100	97	107	100	103	106	103	102
Cc1[nH]c(=O)[nH]c(=O)c1NC(=O)c1ccccc1[N+](=O)[O-]
 : 104	100	99	107	93	104	106	108	102
C=CCOc1ccc(Cl)cc1Cl
 : 109	106	93	114	88	107	111	.	119
O=C(NCc1ccccc1)c1ccc2c(c1)NC(=O)[C@H]1CCCN21
 : 101	98	100	94	103	96	105	98	109
Cc1cc(C)c2c(Cn3nnc(C(=O)O)c3C)cc(=O)oc2c1
 : 96	105	101	101	74	97	104	107	99
CN(Cc1ccc(C(F)(F)F)nc1)c1cc(C(=O)Nc2ccccc2)ncn1
 : 98	86	113	96	97	94	99	101	96
O=C(c1cccc(F)c1)n1ccc2cc(NC(=S)Nc3ccc(N4CCOCC4)cc3)ccc21
 : 98	91	103	98	98	102	.	98	103
O=C(/C=C1\C=CN(CCCF)c2ccccc21)n1ccc2ccccc21
 : 91	63	105	107	92	100	100	105	102
COc1ccc2c(c1)OC1=C(C(=O)OC1)C2c1cc(OC)c(OC)c(OC)c1 (stereo not drawn)
 : 13	56	33	6.2*	28	23	-56*	6.9*	21
COc1ccc(-c2c(C(=O)NS(C)(=O)=O)n(Cc3cccc(C(F)(F)F)c3)c3ccccc23)cc1
 : 93	96	106	108	71	95	89	100	82
CCN1CCOC1C(C)C (stereo not drawn)
 : 109	113	99	101	93	.	111	110	108
COc1cnc2c(c1)C(=O)c1c-2n(CCCN2CCCC2)c(=O)c2cc(F)ccc12
 : -13*	4.6*	5.8*	17	9.7*	-33*	-29*	-1.8*	-13*
COc1ccccc1C(=O)c1ccccc1Cc1cccc2ccccc12
 : 103	80	95	.	72	95	93	109	90
CC(=O)Nc1ccc(CCCCc2ccc(NC(C)=O)cc2)cc1
 : 102	93	119	105	92	110	109	109	102
COc1cc(CNC(=O)[C@]23CCC(C)(C)CC2C2=CCC4[C@@]5(C)CCC(OC(C)=O)C(C)(C)C5CC[C@@]4(C)[C@]2(C)CC3)ccc1OCc1cn(-c2ccc(Cl)cc2Cl)nn1 (stereo partly drawn)
 : 101	102	102	122	98	106	112	116	102
COc1cc2c3c(n(CCCNCCO)c(=O)c2cc1OC)-c1nc2c(cc1C3=O)OCO2
 : 40	26	-3.6*	12	27	20	-69*	6.1*	-69*
CC(C)(C)CN=C(N)N
 : 107	94	93	102	85	104	109	120	100
CC(=O)N1[Se][C@@H]2[C@H]([Se]1)[C@@H](NC(=O)c1ccc(Br)cc1F)C(=O)CC1=CC(C)(O)C=C(CC(=O)[C@H]2NC(=O)c2ccc(Br)cc2F)O1 (stereo partly drawn)
 : 105	106	114	112	86	106	105	120	63
NS(=O)(=O)c1ccc(N=NNc2ccc(S(N)(=O)=O)cc2)cc1
 : 105	111	.	104	85	108	111	106	105
CN(C)CCCNc1c2ccccc2nc2ccccc12
 : 97	87	98	107	.	103	103	101	92

Quoted at random: five entries already listed.
Every second line gives: KM12	OVCAR-4	OVCAR-5	HCC-2998	PC-3	SW-620	OVCAR-3	DU-145	OVCAR-8
COc1ccccc1C(=O)c1ccccc1Cc1cccc2ccccc12
 : 103	80	95	.	72	95	93	109	90
CN(C)CCCNc1c2ccccc2nc2ccccc12
 : 97	87	98	107	.	103	103	101	92
COc1cc2c3c(n(CCCNCCO)c(=O)c2cc1OC)-c1nc2c(cc1C3=O)OCO2
 : 40	26	-3.6*	12	27	20	-69*	6.1*	-69*
CCN1CCOC1C(C)C (stereo not drawn)
 : 109	113	99	101	93	.	111	110	108
COc1cnc2c(c1)C(=O)c1c-2n(CCCN2CCCC2)c(=O)c2cc(F)ccc12
 : -13*	4.6*	5.8*	17	9.7*	-33*	-29*	-1.8*	-13*

Continuation:
Every second line gives: KM12	OVCAR-4	OVCAR-5	HCC-2998	PC-3	SW-620	OVCAR-3	DU-145	OVCAR-8
CCCCC1COc2cccc3c(SCC(=O)n4ccc5ccccc54)cc[n+]1c23 (stereo not drawn)
 : 98	94	95	102	87	94	99	111	106
O=C(O)CCC(=O)N1CCOCC1
 : 104	110	96	100	90	106	109	109	107
CCCCCN(CCCCC)CCCCCCCCCCN1CCCc2ccccc21
 : 95	70	86	81	85	89	.	105	97
NNc1cc(Cl)c(S(=O)(=O)O)cc1Cl
 : 101	103	101	98	98	107	100	109	94
CCOc1ccccc1-c1cc(-c2cccc(Cl)c2)c(C#N)c(=O)[nH]1
 : 69	68	107	95	92	77	77	93	100
ON=C1CCCCCCC1
 : 106	96	99	118	98	105	106	106	99
C(=N\Nc1c2ccccc2nc2ccccc12)/c1ccccc1
 : 93	81	104	105	83	101	99	100	102
O=C1C=C(C(O)c2ccccc2O)C(=O)c2ccccc21 (stereo not drawn)
 : 108	.	95	104	90	117	107	116	109
Cc1ccccc1C(=O)NN
 : 112	117	121	95	93	113	126	120	109
COc1cc(OCc2cccc(-c3ccccc3)c2C)cc(OC)c1CN1CCCCC1C(=O)NCCOCCOCCN (stereo not drawn)
 : 79	53	101	88	75	61	85	66	83
CCCOC(=O)N1CCCC1
 : 106	101	109	102	105	112	106	121	101
CN(C)c1nc(NCCNS(=O)(=O)c2ccc(C(=O)/C=C/c3ccc(C(F)(F)F)cc3)cc2)nc(Nc2ccc(F)cc2)n1
 : -79*	12	-69*	-96*	-33*	-77*	-87*	7.0*	-62*
N#Cc1c(-c2cccs2)cc(-c2cnccn2)nc1SCC(=O)c1ccc(F)cc1
 : 99	76	88	117	87	97	118	80	99
O=C(CI)NC(=O)NC(=O)NCCc1ccc(O)cc1
 : 100	101	93	110	95	107	102	101	107
COCCn1cc(-c2csc(-c3cn(C(=O)OC(C)(C)C)c4ccccc34)n2)c2cccnc21
 : 57	62	97	68	60	104	86	98	88
Cc1cc(C)c(C#N)c(NN)n1
 : 106	112	96	103	94	110	118	114	109
Nc1nc(NC(=O)Nc2ccc(Cl)cc2)nn1-c1ccc(S(N)(=O)=O)cc1
 : 93	89	98	100	93	93	99	100	100
C=C(C)[C@@H]1CC[C@]2(C(=O)O)CC[C@]3(C)[C@H](CC[C@@H]4[C@@]5(C)CC[C@H](OC(=O)c6cccnc6)C(C)(C)[C@@H]5CC[C@]43C)[C@@H]12
 : 83	92	99	90	77	89	92	103	102
CC(=O)NC(C)(C)C#N
 : 103	99	82	.	98	.	102	100	88
Cc1ccc(Nc2ncnc(Cl)c2N)cc1
 : 111	103	101	94	97	107	124	117	100
CCC(CC)(CO)CO
 : 103	94	105	93	107	99	106	106	105
O=C(CSc1nnc(-c2cccs2)n1CC1CCCO1)NN1C(=O)NC2(CCCCC2)C1=O (stereo not drawn)
 : 118	111	96	116	79	113	103	126	87
C[n+]1ccccc1C[n+]1ccccc1
 : 103	113	113	110	91	118	123	114	96
CC(C)OC(=O)Nc1cc(F)c(F)cc1F
 : 101	103	94	101	100	99	.	110	100
CCOC(=O)C(=O)/C(=C\c1ccc(Cl)cc1)C(=O)N1C(=S)NC(=O)C1CC(C)C (stereo not drawn)
 : 99	98	99	101	94	104	111	85	103
Cc1ccc(C2=CCCCC2)cc1
 : 104	93	102	.	96	102	110	112	100
COc1cccc(/C=C2\COc3ccc(O)c(O)c3C2=O)c1OC
 : 13	35	2.4*	79	20	4.8*	-18*	2.6*	18
O=C1C2C3C=CC(CC3)C2S(=O)(=O)C2C3C=CC(CC3)C12 (stereo not drawn)
 : 111	124	100	105	93	109	108	129	101
COc1cccc(-c2nn(-c3ccccc3)cc2-c2ccnc(N3CCN(C(=O)Nc4cccc(C(F)(F)F)c4)CC3)c2)c1
 : 61	58	98	93	52	77	93	80	67

Compounds as they come; overall some 10% were active at least once.
